Bioassay records (PubChem)
STAT1 blocker: STAT1 signaling inhibitors, primary screen, cell-based, HTS, luciferase reporter; 200,000 tested, 0.35% active; NIH 3T3 STAT1-luciferase reporter, IFN-gamma, luminescence; inhibition, % at 5.5 µM; AID 920, 2007;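 active means inhibition above a set limit, the mean inhibition across all tested compounds plus 3 SD, cut at about 34% in these data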;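 further: 0% = IFN-gamma with DMSO and 100% = IFN-gamma with 300 µM nifuroxazide; values of inactives mirror those of a sister screen read the other way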
STAT3 inh: IL-6 driven STAT3 reporter inhibitors, primary screen, U3A cells, luciferase, luminescence, MLSCN library | IL-6 STAT3-luciferase reporter; host cell line lacks STAT1 | AID 862, 2007 | 190,000 tested, 0.89% active | inhibition, % at 5.5 µM;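 active means inhibition above the mean inhibition across all screened compounds plus 3 SD, cut at about 44% in these data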;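 further: 0% = DMSO only wells and 100% = 100 µM nifuroxazide control wells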
Diaphorase act: compounds boosting diaphorase resazurin reduction – biochemical, uHTS, resorufin fluorescence, counter-screen for diaphorase-coupled primary assays, primary screen; Diaphorase/resazurin coupled assay, 16 min; hits give high values; 1 = vehicle wells, 0 = NADH-free wells; 190,000 tested, 0.005% active; activation factor at 20 µM;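 active means diaphorase activity raised at least twofold by the compound at 20 µM; inactive means activation factor below 2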
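Material: purified diaphorase enzyme from Clostridium kluyveri / Medium: HEPES pH 7.4 buffer with MgCl2 and Tween 20 / Schedule: enzyme reaction of 16 min at room temperature / Measured by: resorufin fluorescence, excitation 544 nm, emission 590 nm / Evaluation: rise in resorufin formation, marking diaphorase activation or chemical reduction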
G6PDH counter: L. mesenteroides G6PDH inhibitors, counter-screen for G6PDH-coupled screening assays, biochemical, Leuconostoc mesenteroides enzyme; glucose-6-phosphate dehydrogenase [Leuconostoc mesenteroides]; Purified L. mesenteroides G6PDH, diaphorase/resazurin coupled fluorescence, 45 min; inhibition, % at 5 µM; 200,000 tested, 0.12% active; in the data active means inhibition above about 50%
Hsp70 activator: Hsp70 transcriptional activators, primary screen, cell-based, HeLa, Hsp70 promoter luciferase, luminescence, 10 µM; HeLa Hsp70 promoter luciferase reporter; scaled: vehicle 0, proteasome-inhibitor control 100%; 200,000 tested, 0.04% active; activation, % at 10 µM;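 active means activation above the mean across all tested compounds plus 3 SD, cutoff set per campaign, cut at about 5.5% in these data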;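 further: 100% = MG132 at 30 µM as the positive control and 0% = DMSO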
Diaphorase inh: diaphorase inhibitors and chemical oxidizers, primary screen, counter-screen for diaphorase-coupled primary assays, biochemical, uHTS, resorufin fluorescence. diaphorase resazurin-to-resorufin fluorescence, NADH, 16 min; bacterial (C. kluyveri) enzyme, not human. inhibition, % at 20 µM. 190,000 tested, 0.69% active. AID 1217, 2008;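 active means primary screen inhibition at 20 µM above a set limit, cut at about 50% in these data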;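 further: plate controls were DMSO with full reaction for no effect and wells lacking NADH for full effect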
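Detection: fluorescence of resorufin formed from resazurin, Ex 544/Em 590 nm; test system: Clostridium kluyveri diaphorase enzyme; amount: 0.14 U/mL diaphorase, enzyme working solution; times: 16-min room-temperature incubation before reading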
TLR4-MyD88 BLA: inhibitors of TLR4-MyD88 association in cells, primary screen, cell-based, HeLa CL3-4, BLA complementation, FRET ratio; Toll-like receptor 4 (Homo sapiens) + Myeloid differentiation primary response protein …; HeLa CL3-4 TLR4/MyD88 BLA complementation; inhibition, % at 8.4 µM; 200,000 tested, 0.18% active; AID 861, 2007; in the data active means inhibition above about 25%;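 further: 0% = vehicle and 100% = reference inhibitor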
Target sequence (O00206 whole entry, looked up): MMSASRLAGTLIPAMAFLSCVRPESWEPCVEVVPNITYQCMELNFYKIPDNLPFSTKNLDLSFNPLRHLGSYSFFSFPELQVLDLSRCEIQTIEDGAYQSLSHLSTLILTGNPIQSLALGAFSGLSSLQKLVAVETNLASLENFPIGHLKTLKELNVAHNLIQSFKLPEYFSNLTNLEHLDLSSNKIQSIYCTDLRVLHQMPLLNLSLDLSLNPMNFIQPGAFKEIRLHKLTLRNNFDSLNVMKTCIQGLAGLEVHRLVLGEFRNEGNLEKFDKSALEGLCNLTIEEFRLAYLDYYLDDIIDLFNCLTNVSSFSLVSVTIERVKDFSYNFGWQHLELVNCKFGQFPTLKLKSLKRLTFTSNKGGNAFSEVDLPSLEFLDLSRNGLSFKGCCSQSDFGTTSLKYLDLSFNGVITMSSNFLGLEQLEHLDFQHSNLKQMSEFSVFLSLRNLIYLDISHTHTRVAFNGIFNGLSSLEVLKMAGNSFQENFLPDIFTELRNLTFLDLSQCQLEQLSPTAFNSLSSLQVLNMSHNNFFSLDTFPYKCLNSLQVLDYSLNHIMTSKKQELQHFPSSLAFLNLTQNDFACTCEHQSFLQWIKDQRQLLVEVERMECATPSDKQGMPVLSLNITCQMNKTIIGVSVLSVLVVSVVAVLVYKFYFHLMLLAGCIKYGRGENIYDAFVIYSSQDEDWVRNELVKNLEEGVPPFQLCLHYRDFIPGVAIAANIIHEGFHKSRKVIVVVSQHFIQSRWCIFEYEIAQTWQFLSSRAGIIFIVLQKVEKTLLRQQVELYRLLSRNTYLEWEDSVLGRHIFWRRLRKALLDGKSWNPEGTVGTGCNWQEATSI
Target sequence (Q99836 whole entry, looked up): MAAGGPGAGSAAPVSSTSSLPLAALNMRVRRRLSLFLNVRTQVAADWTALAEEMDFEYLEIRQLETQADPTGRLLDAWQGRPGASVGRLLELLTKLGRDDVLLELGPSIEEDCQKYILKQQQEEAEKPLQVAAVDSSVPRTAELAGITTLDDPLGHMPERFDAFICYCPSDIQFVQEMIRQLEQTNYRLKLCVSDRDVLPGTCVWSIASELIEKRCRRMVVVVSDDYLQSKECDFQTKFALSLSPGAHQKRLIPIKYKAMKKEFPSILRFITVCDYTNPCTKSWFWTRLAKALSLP
STAT3 activator: IL-6 driven STAT3 reporter potentiators, primary screen, U3A cells, luciferase, luminescence, MLSCN library; IL-6 STAT3-luciferase reporter; 100% = signal with IL-6 EC80 alone; activation (% of control), % at 5.6 µM; 190,000 tested, 0.91% active; AID 871, 2007;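 active means activation above the screen-wide mean of compound activation plus 3 SD, cut at about 130% in these data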;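 further: 0% = background luminescence of wells with medium and substrate only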
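Material: human U3A cells carrying STAT3-luciferase construct. Measured by: reporter luminescence signal. Timing: compound 1 h, then IL-6 6 h at 37 °C.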
APP transl inh: inhibitors of APP translation via 5'UTR reporter, primary screen, APP 5'UTR luciferase, SH-SY5Y cells; inhibition, % at 2 µM; AID 1285, 2008; SH-SY5Y APP 5'UTR-luciferase reporter, luminescence; 190,000 tested, 0.82% active;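 active means inhibition above a set limit, derived from the sample mean plus 3 SD, cut at about 45% in these data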; further: values of inactives mirror those of a sister screen read the other way
STAT1 activator: STAT1 signaling activators, primary screen, cell-based, HTS, luciferase reporter | 200,000 tested, 2.6% active | AID 932, 2007 | activation (% of control), % at 5.5 µM | NIH 3T3 STAT1-luciferase reporter, IFN-gamma, luminescence; 100% = IFN-gamma alone, no compound;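 active means activation above the screen-wide mean activation plus 3 SD, cut at about 130% in these data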;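 further: raw ratio to IFN-gamma control signal so 100% means no change and 0% no light; values of inactives mirror those of a sister screen read the other way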
An asterisk follows results filed as active; . = no result given.

mol	STAT1 blocker	STAT3 inh	Diaphorase act	G6PDH counter	Hsp70 activator	Diaphorase inh	TLR4-MyD88 BLA	STAT3 activator	APP transl inh	STAT1 activator
Cc1c(NC(=S)NC(=O)c2ccco2)c(=O)n(-c2ccccc2)n1C	-2	0	0.9	11	-0.3	6	7	99	5	102
S=c1[nH]nc(-c2cccnc2)n1/N=C/c1cccs1	-5	-4	0.8	1	-0.4	23	-5	109	1	104
CCCCN(C)C(=O)Cc1c(OC)ccc2cc(Br)ccc12	10	11	0.8	-1	-0.2	24	3	94	-6	92
N=C1C(c2nc3ccccc3[nH]2)=C(O)CN1c1ccc(CC(=O)O)cc1	-2	-6	0.8	12	0.2	18	7	105	15	100
COc1cccc(-n2nc(C(C)=O)c(C#N)c2-c2ccco2)c1	15	4	0.9	8	-0.4	6	2	101	-8	87
O=C(O)C1CC=CCC1C(=O)NCc1cn2ccccc2n1 (centres undefined)	4	9	1.1	4	0.0	-11	2	97	-14	96
CN(c1cccc(NC(=O)CN(c2ccc(F)cc2)S(C)(=O)=O)c1)S(C)(=O)=O	6	7	0.9	9	0.1	5	-5	105	-8	94
CCn1nccc1C(=O)Nc1ccc(Cl)cn1	-18	4	1.1	1	0.6	-5	-7	100	-13	116
COc1ccc(CN2CCN(CCc3ccccc3)C(CCO)C2)cc1Cn1cncn1 (centres undefined)	5	6	0.8	16	-0.2	15	1	97	7	94
COc1ccc(-n2cnc3cc(NCc4ccccn4)ccc32)cc1	-19	5	0.9	19	0.0	12	6	99	0	117
OCCNCc1cc(Br)ccc1OCc1ccc(Cl)cc1Cl	6	-14	1	0	-0.3	-2	-4	117	.	94
COc1ccc(S(=O)(=O)N(C)CC(=O)N2CCC(C(N)=O)CC2)cc1	-9	4	0.9	0	-0.5	8	-11	96	-9	109
COc1ccc(-c2c(C#N)c(SCC(=O)c3cc4ccccc4oc3=O)nc(C)c2C(=O)Nc2ccccc2)cc1	3	-10	0.9	-18	-0.1	14	-4	114	12	97
CC(=O)Nc1cccc(-c2nnc3n2CC(C)S3)c1 (centres undefined)	0	20	0.9	4	-0.3	10	-2	82	3	100
CCN(CC)S(=O)(=O)c1ccc2oc(C(=O)N3CCCCCC3)c(C)c2c1	3	9	0.9	11	-0.3	9	-3	98	-10	97
C/C(N)=C(/C#N)C(=O)COC(=O)C1CCN(C(=O)c2ccc(Cl)cc2)CC1	11	8	0.9	5	-0.2	11	-7	98	-9	91
CCC1Cc2c(nc(N)c3c(N)nc(N4CCOCC4)c(C#N)c23)O1 (centres undefined)	-8	4	0.7	10	-0.2	29	-15	100	-9	104
Cc1cccc(C)c1NC(=O)COC(=O)c1ccc2[nH]c3c(c2c1)CCCC3	-2	13	0.9	11	-0.3	10	-10	91	-9	102
Cc1cccc(CSC2=NCCN2C(=O)c2ccc(Br)o2)c1	-5	22	0.7	-4	0.0	31	-1	88	-1	105
Cc1ccnn1CC(=O)N/N=C/c1ccc2c(c1)OCO2	-15	-11	1	-1	0.1	4	4	107	-21	114
Cc1cc(C)n2nc(SCC3COc4ccccc4O3)nc2n1 (centres undefined)	-21	0	0.8	5	-0.2	16	0	105	-27	119
O=C(NCCc1ccccn1)C1CCN(S(=O)(=O)c2ccc(Cl)cc2)CC1	2	-1	1	2	-0.2	3	-13	102	0	97
CC(=O)c1cccc(NC(=O)C(OC(=O)c2cccc(S(=O)(=O)N(C)c3ccccc3)c2)c2ccccc2)c1 (centres undefined)	2	-8	0.9	-10	-0.4	11	-17	107	3	98
Cc1ccc2c(c1)NC(=O)c1cccnc1N2	-44	-5	0.9	-2	0.4	12	10	108	-54	139*
COc1ccc(NC(=O)N(Cc2cc3ccc(OC)cc3[nH]c2=O)CC2CCCO2)cc1 (centres undefined)	-2	-8	0.9	12	0.0	10	0	109	1	102
CCOc1ccc(CCNC(=O)Cn2cccc2C(=O)c2ccccc2C)cc1OCC	0	-2	0.8	-3	-0.5	16	-13	102	6	100
CCN(CC)C(c1ccc(F)cc1)c1nnnn1CC1CCCO1 (centres undefined)	1	-3	0.9	23	-0.3	7	1	104	-13	99
Cc1nnc(SCCCCSc2nnc(C)c(=O)[nH]2)[nH]c1=O	-11	1	1	1	0.2	2	-2	101	-10	109
CC(C)CCNC(=O)C(c1ccco1)N(C(=O)Cn1nnc2ccccc21)c1ccc2c(c1)OCO2 (centres undefined)	14	8	0.8	16	0.1	16	-15	97	10	87
c1ccc(-c2cnc(-c3cccnc3)o2)cc1	-38	4	1.1	1	-0.2	-5	-14	100	-37	135*
COc1cccc(Cn2nnc(C(=O)NCc3ccc(F)cc3)c2N)c1	15	11	0.8	-8	-0.1	16	-3	98	-4	86
Cc1cccc2sc(N(CCCN(C)C)C(=O)c3nc4ccccc4s3)nc12	3	11	0.9	-7	-0.4	7	-14	93	9	97
CC(=O)C(Sc1ncnc2sc3c(c12)CCCC3)C(C)=O	-2	-4	0.9	8	-0.3	10	-4	108	-13	104
CC(C)CC(CO)N1CCN(C(=O)c2ccc(Cl)cc2Cl)CCC1=O (centres undefined)	12	-6	0.9	11	-0.3	6	8	102	-3	89
S=C(NCCC(c1ccccc1)c1ccccc1)Nc1cccc(Cl)c1	-1	-6	0.8	-2	0.4	17	-2	105	14	101
O=Cc1c(Sc2ccccc2)nc2ccccn2c1=O	5	11	0.9	4	0.0	6	4	96	6	95
COc1ccc2c(c1)CC(C)C/C2=N\NC(=O)c1ccco1 (centres undefined)	-4	0	1	2	-0.3	-1	2	102	-6	102
CC1(C)N=C(N)NC(Nc2cccc(Br)c2)=N1	-5	0	0.9	-4	-0.3	5	-14	100	-6	104
S=C(Nc1ccccc1Cl)NC1CC2CCCC(C1)N2C1CC1 (centres undefined)	5	6	1	2	0.0	-3	-3	101	-2	94
CC(C(=O)Nc1ccccc1)N(c1cccc(Cl)c1)S(C)(=O)=O (centres undefined)	-8	0	1.1	7	0.0	-10	12	104	-3	104
O=C(c1ccc(F)cc1)C(C(=O)N1CCCCC1)n1ccccc1=O (centres undefined)	4	-3	0.9	5	-0.1	9	0	104	3	95
COc1ccc(-c2nnn(Cc3nc(N)nc(N4CCOCC4)n3)n2)cc1OC	0	-12	1	4	0.1	3	-5	115	6	100
CCc1cc(C(=O)Nc2ccccc2)cs1	-37	10	0.9	-3	0.0	9	-8	97	-98	135*
NC(=O)c1ccccc1NC(=O)/C=C/C(=O)O	4	10	1	3	-0.2	-5	18	97	-14	97
CCN(CC)S(=O)(=O)c1ccc(N2CCOCC2)c(NC(=O)CCC2CCCCC2)c1	3	5	0.9	-2	-0.2	15	-5	97	2	97
O=C(NC1CC2CCCC(C1)N2C(=O)N1CCCCC1)C1CCCCC1 (centres undefined)	0	0	1.1	0	-0.3	-7	2	100	5	100
COc1cc(CNC2CCCCC2OC)cc(OC)c1 (centres undefined)	15	10	0.9	6	-0.2	8	2	94	-8	85
CN1CCN(C(=S)c2cn(Cc3cccc(F)c3)c3ccccc23)CC1	-1	4	0.9	1	-0.3	7	-1	99	8	100
O=C(Cn1cnc2c(nnn2Cc2ccccc2)c1=O)NCc1ccco1	0	7	0.9	-8	-0.1	11	-9	94	-26	100
COc1ccc(CNC(=O)Cc2csc(Nc3nc(=S)[nH]c4ccccc34)n2)cc1	5	-19	0.9	2	-0.3	5	-16	122	3	96
CC(C)(C)C(=O)Nc1ccc2oc(-c3cc(F)c(F)cc3Cl)nc2c1	-45	1	0.9	-4	-0.1	11	11	100	-112	142*
CC(C)N1C(=S)SC(C)(C)C1n1oc(=O)n(-c2cccc(Cl)c2)c1=O (centres undefined)	-6	2	0.9	2	0.1	15	-5	103	-12	104
CCOc1ccccc1NC1c2ccccc2C(=O)N1c1ccc(C)cn1 (centres undefined)	-9	13	0.8	-1	0.6	20	-20	96	.	108
O=C(Nc1ccc(Br)cc1F)C1CCN(c2nnc(-n3cccc3)s2)CC1	-5	6	0.9	0	-0.5	7	-4	99	-2	105
COC(=O)C1(CO)NC(c2cccs2)C2C(=O)N(c3ccccc3)C(=O)C21 (centres undefined)	8	13	0.8	2	-0.2	17	0	94	14	92
O=C(Nc1ccc(Br)cc1)C1CC=CCC1C(=O)OCC1CCCO1 (centres undefined)	-1	0	0.8	3	-0.2	22	-15	100	5	101
CC1(C)CC(=O)C(N=Nc2ccc(S(=O)(=O)N3CCCCCC3)cc2)=C(O)C1	-2	-7	1.1	15	0.1	-8	4	115	9	102
CN(C)CCNCc1ccc(OC2CCCC2)cc1	-4	-2	1.1	10	-0.4	-10	2	102	21	105
COC(=O)c1sc(NC(=O)CSc2nc3cccnc3n2C2CCCCC2)nc1C	-1	4	0.7	3	-0.4	35	-3	101	-5	101
O=S(=O)(c1cccc(-n2cnnn2)c1)N1CCOCC1	-8	8	0.9	0	-0.5	13	12	98	-11	107

Going on with the list.
mol	STAT1 blocker	STAT3 inh	Diaphorase act	G6PDH counter	Hsp70 activator	Diaphorase inh	TLR4-MyD88 BLA	STAT3 activator	APP transl inh	STAT1 activator
COc1cc(CNCc2ccccn2)ccc1OCc1ccccc1Cl	5	9	1	8	-0.3	-3	1	93	-11	96
Cc1ccccc1C(=O)N1CCC(C(=O)O)CC1	8	2	0.9	6	-0.1	6	-19	104	2	93
Cn1sc(NC(=O)c2cccc(Cl)c2)nc1=O	-7	-3	1	-1	0.1	5	7	107	.	106
CCCOc1ccc(C(=O)N2CCCc3ccccc32)cc1	6	6	0.8	3	0.1	17	1	98	-12	92
CC(=O)NS(=O)(=O)c1ccc(NC(=O)c2cc(-c3cccs3)nc3ccccc23)cc1	9	13	1	-6	-0.3	4	-7	92	1	92
